# High-throughput results from PubChem BioAssay.
# Lipid droplet: hepatic lipid droplet formation modulation; AML12 mouse hepatocytes, oleate lipid droplets, BODIPY imaging; inhibition, % at 6.5 µM; 240,000 tested, 0.4% active;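 active = lipid droplet intensity inhibited by at least 50%, with more than 500 cells counted; inconclusive = wells with under 300 cells, treated as cytotoxic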
#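 Assay system: AML12 mouse liver cells | Compound: 6.5 µM single-point dosing | Schedule: Overnight exposure | Technique: Fluorescence imaging, 20x objective, two fields per well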
# Myeloid diff 2: compounds promoting myeloid differentiation; ER-HoxA9 myeloid progenitors, lysozyme-GFP differentiation, flow cytometry; calls only at 10 µM; AID 624256; 360,000 tested, 1% active;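 active = normalized GFP-positive differentiation at or above the plate's own cutoff, the solvent-only control mean plus 3 SD; inconclusive = no clear call, values can overlap the other calls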;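 note: cells exposed to compound for four days before flow analysis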
# T cell modulator: T cell immune modulators affecting CD8 T cell-vesicle binding. 2C CD8+ T cell-vesicle binding, flow cytometry; hits give low values. 330,000 tested, 0.068% active. calls only at 7 µM;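 active = response, share of CD8 T cells binding vesicles, and their 90th percentile fluorescence all below set limits, cut at about 80% in these data, passing the limit was not always enough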
#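 material = purified 2C TCR transgenic mouse naive CD8+ T cells | controls = Unloaded micro-vesicles (low), QL9 vesicles with 0.7% DMSO (high) | detection = cytometric PE anti-B7-1 and Alexa647 anti-CD8 signals after 1% paraformaldehyde fixation | incubation = binding step 1.5 h, 37 °C, antibody labelling 20 min, ice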
# Lipid droplet cells 6.5 µM: second read-out of Lipid droplet, no call of its own (marks repeat the call); cell count; measured here: cell count, cytotoxicity flag;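 cells counted across two imaged fields per well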
# T cell modulator vesicle-bound %: second read-out of T cell modulator, no call of its own (marks repeat the call); double positive events, %; measured here: CD8+ vesicle-bound cell fraction;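 binding gate set so that unloaded-vesicle control wells show 10% double positive cells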
# Myeloid diff 2 GFP+ MAC1+ %: also measured in Myeloid diff 2; calls as there; GFP+ MAC1+ double positive, %; measured here: differentiation confirmed by MAC1 staining
# * = called active by the depositor; i = inactive; u = inconclusive; x = not tested or not shown; + = active, no number. An excerpt; rates above refer to the full screens.
# Sample of the layout, three compounds:
SMILES,Lipid droplet,Lipid droplet cells 6.5 µM,Myeloid diff 2,Myeloid diff 2 GFP+ MAC1+ %,T cell modulator,T cell modulator vesicle-bound %
O=C(Nc1ccc(C(=O)N2CCCCC2)cc1)C1=CSCCO1,9.7,695,i,0.0,i,27.9
CCCCn1c(=O)[nH]c(=O)c2c1nc(-c1ccc(-c3ccccc3)cc1)n2C,63.5*,817*,i,0.9,i,38.1
COc1ccc(S(=O)(=O)NCc2ccco2)cc1NC(=O)c1ccccc1,-18.6,758,i,0.2,i,25.1

# The list itself, from the first entry:
SMILES,Lipid droplet,Lipid droplet cells 6.5 µM,Myeloid diff 2,Myeloid diff 2 GFP+ MAC1+ %,T cell modulator,T cell modulator vesicle-bound %
O=C(Nc1ccc(C(=O)N2CCCCC2)cc1)C1=CSCCO1,9.7,695,i,0.0,i,27.9
CCCCn1c(=O)[nH]c(=O)c2c1nc(-c1ccc(-c3ccccc3)cc1)n2C,63.5*,817*,i,0.9,i,38.1
COc1ccc(S(=O)(=O)NCc2ccco2)cc1NC(=O)c1ccccc1,-18.6,758,i,0.2,i,25.1
COCCNC(=O)c1onc(CSc2nc3ccccc3[nH]2)c1C(=O)NCCOC,1.2,766,i,0.9,i,9.4
CC1CCN(C(=O)COC(=O)c2ccc(F)c(S(=O)(=O)N3CCOCC3)c2)CC1,-7.3,794,i,0.6,i,58.2
CCn1cc(CN2CCC(C(=O)Nc3cccc(-c4cccc(Cl)c4)c3)CC2)cn1,-17.9,790,i,1.3,i,32.4
Cc1sc2ncn(CC(=O)N3CCN(c4ccc(F)cc4)CC3)c(=O)c2c1S(=O)(=O)N1CCOCC1,-9.5,755,i,3.2,i,47.9
O=C(O)c1ccc(NC(=O)c2cccc(NC(=O)c3cccs3)c2)cc1,-5.1,813,u,x,i,13.5
COc1ccc(NC(=O)CN2CCCC2)cc1,-3.9,781,i,0.5,i,55.9
COc1ccc2[nH]cc(C(=O)CN3CCCC(C)(C)C3)c2c1,-16.8,832,i,0.5,i,55.0
CC(NC(=O)CN1C(=O)NC(C)(c2cccc3ccccc23)C1=O)c1ccccc1 (centres undefined),34.1,750,i,0.3,i,23.0
COc1ccc(C(C(=O)NCCC(C)C)N(CCO)C(=O)c2snc(C(N)=O)c2N)cc1 (centres undefined),-6.6,807,i,0.5,i,50.1
NC(=O)CC(NC(=O)Cc1cccc2ccccc12)c1ccc(NCCCN2CCCC2=O)c([N+](=O)[O-])c1 (centres undefined),-1.3,775,i,3.8,i,19.3
COc1ccc(S(=O)(=O)N(CC(=O)NC2CCCC2)c2ccccc2OC)cc1,-7.2,676,i,0.9,i,21.1
COc1ccc(NC(=O)CN(C)C(=O)c2cccc(S(=O)(=O)N3CCN(Cc4ccccc4)CC3)c2)cc1,-6.7,712,i,0.4,i,57.3
COc1cc(COc2ccc3c(C)c(CC(=O)O)c(=O)oc3c2C)cc(OC)c1OC,-6.0,397,i,0.6,i,58.5
CCc1nnc(NC(=O)C2CCN(C(=O)c3ccco3)CC2)s1,17.8,873,i,0.7,i,35.0
Cc1cc(Cl)ccc1OCC(=O)N/N=C/c1ccncc1,9.3,850,i,0.8,i,12.6
COC(=O)c1ccc(NC(=O)CSc2nnc(C3CC3)n2C)cc1,-1.1,762,i,0.0,i,36.0
COc1ccc(CCN2CC(C(=O)NCCc3ccccn3)CCC2=O)cc1 (centres undefined),-1.7,834,i,0.6,i,44.1
COc1ccc(OC)c(C(=O)N/N=C/c2ccccn2)c1,4.2,840,i,0.3,i,39.3
CCOC(=O)[C@@H]1[C@H]2COc3cc(OC)ccc3[C@@H]2N2C(=O)N(c3ccc(C(F)(F)F)cc3)C(=O)[C@@]12C,32.4,800,i,1.1,i,13.4
COc1ccc(OC)c(-c2csc(NC(=O)Cc3cc(OC)c(OC)c(OC)c3)n2)c1,18.2,725,i,3.8,i,21.7
C=CCOC(=O)C1=C(C)NC(=O)NC1c1cc(Cl)cc(Cl)c1OC (centres undefined),-28.6,829,i,0.6,i,54.3
COc1ccc(C)cc1NC(=O)CNC(=O)[C@@H]1Cc2ccccc2CN1,-7.2,744,i,0.0,i,14.4
O=C(CSc1nnc2c(n1)[nH]c1ccccc12)Nc1nncs1,-5.2,802,i,3.1,i,17.6
CN(CC(=O)Nc1ccc(S(N)(=O)=O)cc1)C1CCCCC1,-5.1,794,i,3.2,i,30.6
COc1cccc(NC(=O)c2cc(S(=O)(=O)N3CCc4ccccc43)cn2C)c1,-10.3,741,i,3.6,i,34.3
CCC(NC(=O)Cc1c(C)c2c(cc(C)c3c(C)c(C)oc32)oc1=O)C(=O)O (centres undefined),-0.3,792,i,0.3,i,23.1
Cc1cc(S(=O)(=O)N2CCOCC2)ccc1OCC(=O)N1CCC(C)CC1,-2.1,832,i,2.7,i,13.4
Cc1cccc(NC(=O)c2ccc(S(=O)(=O)NCc3cccnc3)cc2)c1C,-3.4,791,i,0.6,i,44.2
O=S1(=O)CCOCCCN1Cc1cccc(C(F)(F)F)c1,-4.0,720,i,1.3,i,6.4
COc1ccccc1NC(=O)NC1(C(=O)N2CCCCC2)CCCCC1,-1.4,710,i,1.0,i,19.9
COc1ccc(NC(=O)NC2CCCc3ccccc32)c(OC)c1 (centres undefined),-14.8,823,i,0.5,i,68.5
Cc1cc(C(=O)N/N=C/c2ccc3ccccc3c2)n[nH]1,3.9,724,u,x,i,23.9
COc1ccccc1N1CCN(C(=O)c2cc(=O)c3c(C)cc(C)cc3o2)CC1,17.2,893,i,1.4,i,28.3
O=C(Nc1ccc(S(=O)(=O)Nc2ncccn2)cc1)C1CC(=O)N(c2ccc(Cl)cc2)C1 (centres undefined),0.4,794,i,0.3,i,30.1
COc1cc2ccccc2cc1C(=O)N/N=C/c1ccc2c(c1)OCO2,-17.4,612,i,1.1,i,43.9
COc1ccc(Oc2coc3cc(O)ccc3c2=O)cc1,-1.8,812,i,0.6,i,52.6
O=C(COC(=O)C1CCC1)NCCc1ccc(Cl)cc1Cl,-0.6,692,i,0.3,i,66.3
CC(=O)NNc1cc(C)nc(NS(=O)(=O)c2ccc(C)cc2)n1,-1.1,820,i,0.7,i,31.6
COc1ccc(NC(=O)/C(C#N)=C/c2ccc[nH]2)c(OC)c1,27.4,668,i,0.6,i,64.2
Cc1oc(-c2ccccc2F)nc1CS(=O)CC(=O)NCc1ccc(F)cc1 (centres undefined),1.1,757,i,4.8,i,26.0
Cc1ccc(N(C)S(=O)(=O)c2c[nH]c3ccc([N+](=O)[O-])cc23)cc1,-0.7,730,i,5.6,i,12.1
COc1ccc(CCNC(=O)Nc2ccc(F)cc2F)cc1OC,20.6,859,i,0.8,i,7.6
Cc1ccc(C(C)C)c(OCCNCc2ccccc2)c1,-7.6,804,i,0.0,i,61.3
O=C(c1ccccc1N1CCOCC1)N1CCCC(Nc2ccc(F)cc2)C1 (centres undefined),4.6,791,i,1.2,i,15.3
COC(=O)Cn1cnc2c(cnn2-c2ccc(OC)cc2)c1=O,12.0,892,i,0.5,i,63.0
CC(C)N(C(=O)COC(=O)c1cccc(N(C)C)c1)c1ccccc1,-6.8,815,i,0.6,i,22.1
CC1(C)CC(=O)C=C(NCC(O)c2ccccc2)C1 (centres undefined),-0.1,777,i,0.5,i,58.3

# An excerpt from above in order of molar mass, low to high:
SMILES,Lipid droplet,Lipid droplet cells 6.5 µM,Myeloid diff 2,Myeloid diff 2 GFP+ MAC1+ %,T cell modulator,T cell modulator vesicle-bound %
CC(=O)NNc1cc(C)nc(NS(=O)(=O)c2ccc(C)cc2)n1,-1.1,820,i,0.7,i,31.6
Cc1ccc(N(C)S(=O)(=O)c2c[nH]c3ccc([N+](=O)[O-])cc23)cc1,-0.7,730,i,5.6,i,12.1
Cc1oc(-c2ccccc2F)nc1CS(=O)CC(=O)NCc1ccc(F)cc1 (centres undefined),1.1,757,i,4.8,i,26.0

# (further entries)
SMILES,Lipid droplet,Lipid droplet cells 6.5 µM,Myeloid diff 2,Myeloid diff 2 GFP+ MAC1+ %,T cell modulator,T cell modulator vesicle-bound %
COc1ccc(C)cc1NC(=S)N1CCOCC1,-4.3,622,i,0.8,i,8.6
COc1ccc(CNC(=O)Cn2c(=O)n(CC(=O)N3CCCCC3)c(=O)c3sccc32)cc1,-11.7,738,i,10.5,i,3.8
O=c1c2ccccc2nc2oc3ccccc3n12,5.2,792,i,0.9,i,42.5
CCn1nc(NS(=O)(=O)c2ccc(C)cc2)c2cc3ccccc3nc21,12.5,721,i,0.9,i,29.4
Cc1c(C)c2ccc(OCC(=O)NCCN3CCOCC3)cc2oc1=O,-0.3,723,i,0.9,i,22.1
CC(CC(=O)Nc1ccc(F)cc1)S(=O)(=O)c1ccc2c(c1)NC(=O)CO2 (centres undefined),-10.5,760,i,3.0,i,12.0
COc1ccc(CNC(=O)N2CCc3ccccc3C2)cc1Cl,4.8,825,i,0.9,i,42.0
COc1ccc(-c2noc(CN(C)C(=O)CCN3C(=O)[C@H]4CC=CC[C@H]4C3=O)n2)cc1,-11.7,716,i,0.0,i,38.2
Cc1cc(=O)oc2c(C)c(OCC(=O)NCC3CCC(C(=O)O)CC3)ccc12 (centres undefined),-9.1,808,i,2.0,i,18.7
CCC(Oc1ccc(Br)cc1Cl)C(=O)Nc1nnc(C2CC2)s1 (centres undefined),-3.3,645,i,0.8,i,64.5
CCCN(CCC)S(=O)(=O)c1cc2c3c(c1)CCN3C(=O)CC2,-1.3,722,i,1.3,i,25.3
O=C(CN(Cc1ccccc1)C(=O)c1csnn1)NCc1ccc2c(c1)OCO2,-3.4,863,i,0.8,i,46.7
Cc1ccc(C(=O)NC2CCCCCCC2)c(Cl)c1,-2.9,756,i,0.5,i,56.1
COc1cc(CCC(=O)OCC(=O)Nc2ccc(C)cc2Br)cc(OC)c1OC,-2.4,810,i,1.0,i,36.0
Cc1cc([N+](=O)[O-])ccc1NC(=O)C(C)NC1CCCCC1 (centres undefined),-1.9,861,i,0.0,i,61.8
O=S(=O)(NC(=S)c1ccccc1)c1ccc(F)cc1,12.0,874,i,0.5,i,62.1
CC(C)c1nnc(NC(=O)C2CCCN2C(=O)Nc2cccc(Cl)c2)s1 (centres undefined),-19.1,797,i,2.1,i,49.7
CC1CCN(S(=O)(=O)c2ccc(NC(=O)CN3CCCC3)cc2)CC1,5.4,774,i,1.4,i,32.9
O=C(C1CCN(S(=O)(=O)c2ccc(-n3cnnn3)cc2)CC1)N1CCCCC1,-3.0,793,i,4.8,i,18.3
Cc1ccc(NCc2ccc([N+](=O)[O-])s2)cc1,0.7,840,i,0.9,i,56.9
Cc1c(C(=O)N2CCN(c3ccccc3)CC2)sc2nc3n(c(=O)c12)CCC3,-2.0,760,i,1.8,i,20.2
COc1cccc(CNC(=O)c2ccccc2C(=O)NC(C)(C)C(=O)NCc2cccc(OC)c2)c1,-7.0,721,i,5.0,i,28.2
CC1CCCC(C)N1S(=O)(=O)c1ccc(Cl)cc1 (centres undefined),-10.9,855,i,1.2,i,57.2
COc1ccc(OCc2cc(C(=O)N3CCCN(C(C)=O)CC3)no2)c(Cl)c1,27.6,734,i,3.8,i,48.1
CCOC(=O)C1CCN(C(=O)c2cc3c(=O)n4ccccc4nc3s2)CC1,12.0,687,i,0.8,i,13.0
C/C(=N\NC(=O)c1cccc(F)c1)c1ccc(NC(=O)Cc2ccccc2)cc1,14.3,603,i,0.5,i,23.5
CCc1ccc(OCCSc2nc3ccccc3n2CC(=O)O)cc1,-13.1,844,i,0.4,i,38.0
O=C(CSc1nnc2c(n1)[nH]c1ccccc12)N1CCCCC1,2.4,761,i,3.8,i,41.7
Cc1cc(C)c2cc(C#N)c(N3CCCN(C(=O)c4cnccn4)CC3)nc2c1,-5.9,844,+,1.4*,i,18.5
O=C(c1cc(Cl)nc2ccccc12)N(Cc1nnc(-c2ccccc2Cl)o1)C1CC1,-50.0,679,i,0.0,i,20.7
COc1cc([N+](=O)[O-])cc(/C=N/NC(=O)C(O)(c2ccccc2)c2ccccc2)c1O,1.9,809,i,0.4,i,39.2
Cc1ccc2ncc(S(=O)(=O)c3ccccc3)c(N3CCCCC3C)c2c1 (centres undefined),-18.1,773,+,4.4*,i,28.3
O=C(CC(=O)Nc1ccc(F)cc1)Nc1ccc(F)cc1,-0.1,829,i,0.4,i,35.7
CCc1c(C)nc(N2CCN(c3ccccc3F)CC2)[nH]c1=O,6.4,816,i,0.5,i,64.7
CCOC(=O)c1ccc(P(=O)(c2ccccc2)c2ccccc2)cc1,-13.5,723,i,0.8,i,64.7
CCc1cc(=O)oc2c(C)c(OCC(=O)NC3CC(C)(C)NC(C)(C)C3)ccc12,-1.7,628,u,x,i,28.7
CCOc1ccc(N2CC(C(=O)NCCc3c[nH]c4ccc(OC)cc34)CC2=O)cc1 (centres undefined),2.1,832,i,0.4,i,28.1
Cc1ccc(-c2nc(CN3CCCC(C(=O)N4CCOCC4)C3)c(C)o2)cc1 (centres undefined),2.4,843,i,0.5,i,69.1
